# Screening data deposited in PubChem BioAssay by National Center for Advancing Translational Sciences (NCATS).
# FEN1 inh: inhibitors of human flap endonuclease 1 | Recombinant FEN1 flap cleavage, fluorescence, 15 min | Potency, µM (titrated, usually from 114 µM), for inactives: at the highest dose activity change, negative = inhibition, most hits filed as inhibitors | 0.35% of 390,000 active | AID 588795; also: nearly all actives have a fitted effect of over 65% in size
# Target sequence (P39748 whole entry, looked up): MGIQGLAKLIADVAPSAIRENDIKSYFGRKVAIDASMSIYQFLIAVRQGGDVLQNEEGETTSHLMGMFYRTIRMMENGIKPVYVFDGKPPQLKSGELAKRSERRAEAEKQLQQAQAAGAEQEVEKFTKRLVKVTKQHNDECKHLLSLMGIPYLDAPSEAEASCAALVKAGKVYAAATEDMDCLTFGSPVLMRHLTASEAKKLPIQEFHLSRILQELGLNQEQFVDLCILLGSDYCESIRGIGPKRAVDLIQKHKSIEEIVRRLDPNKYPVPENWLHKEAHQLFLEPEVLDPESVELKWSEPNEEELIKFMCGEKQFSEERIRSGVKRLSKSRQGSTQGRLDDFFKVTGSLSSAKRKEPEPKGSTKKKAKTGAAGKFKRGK
#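 Compounds are tested as a concentration series against 10 nM FEN1; after a 15 min room-temperature preincubation, 50 nM substrate starts cleavage, with plate reads at 0 and 15 min. Normalized responses are fitted by a Hill equation.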
# TDP1 inh: blocks human tyrosyl-DNA phosphodiesterase 1; AID 485290; 0.28% of 350,000 active; recombinant TDP1, AlphaScreen DNA substrate cleavage; Q9NUW8; Potency, µM (series often up to 130 µM), inactives show top-dose activity change, negative = inhibition, actives largely listed as inhibitors; also: nearly all actives have a fitted effect of over 40% in size
# Target sequence (Q9NUW8 whole entry, looked up): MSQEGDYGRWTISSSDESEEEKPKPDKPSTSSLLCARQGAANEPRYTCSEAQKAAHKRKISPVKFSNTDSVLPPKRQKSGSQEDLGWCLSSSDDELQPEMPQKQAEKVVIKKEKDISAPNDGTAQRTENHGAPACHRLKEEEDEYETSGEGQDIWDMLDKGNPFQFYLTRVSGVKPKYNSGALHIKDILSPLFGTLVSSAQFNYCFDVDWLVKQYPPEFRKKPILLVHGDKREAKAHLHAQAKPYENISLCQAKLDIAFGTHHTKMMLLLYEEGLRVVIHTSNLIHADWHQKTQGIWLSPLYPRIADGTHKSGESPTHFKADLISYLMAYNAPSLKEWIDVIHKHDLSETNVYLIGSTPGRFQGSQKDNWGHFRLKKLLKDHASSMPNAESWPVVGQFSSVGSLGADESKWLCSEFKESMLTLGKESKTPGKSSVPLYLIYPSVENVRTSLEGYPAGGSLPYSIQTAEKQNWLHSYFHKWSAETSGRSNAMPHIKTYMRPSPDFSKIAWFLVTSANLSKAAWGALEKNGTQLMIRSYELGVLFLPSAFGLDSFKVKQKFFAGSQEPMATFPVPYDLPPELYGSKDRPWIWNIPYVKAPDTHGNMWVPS
#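 Enzyme-compound mixtures sat 15 min at room temperature, followed by a 5 min reaction with 15 nM final substrate and 10 min with AlphaScreen beads. Recombinant human Tdp1 was used at 1 nM final.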
# N370S GC: inhibitors or activators of N370S glucocerebrosidase for Gaucher disease. AID 2101. P04062. N370S GC spleen homogenate, 4MU-glucoside fluorescence. Potency, µM (series often up to 59.4 µM), for inactives: at the highest dose activity change, negative = inhibition, usual class: inhibitors. 0.092% of 330,000 active;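 also: 0% = full enzyme activity and -100% = no enzyme basal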
# Numbers without * were called inactive; ? = inconclusive; · = no result given; & = joins results of further samples; [ ] = dose if it differs, or a comment. Calls follow the shape of the dose curve; as a rule, active = well fitted curve in the direction sought with a large enough effect; inconclusive = small, poorly fitted or top-dose-only effect, or another doubt; inactive = no such curve, though single readings can be large; an effect the other way counts as inactive or inconclusive. Unless noted, % is scaled to controls: 0 for no effect and ±100 for the full control effect; potency is read from the fitted curve at half-maximal effect.
# Second line of a record – FEN1 inh	TDP1 inh	N370S GC
CCOc1ccccc1NC(=S)NC1CCCCC1
    -9%	-1%	21%
CCn1ncc([C@@H]2C[C@H]3CN(Cc4ccccc4C)C(=O)[C@]34CCCN24)c1C
    5%	0%	-2%
CCN(CC)CCCNC(=O)c1nn(-c2ccc(C)cc2)c(=O)c2c1c1ccccc1n2C
    ?	5%	·
CCN(Cc1ccccc1)S(=O)(=O)c1ccc2c(c1)CCCN2C(C)=O
    -21%	-7%	·
Cc1nn2c(COc3ccc(NC(=O)C(C)C)cc3)nnc2c2ccccc12
    10%	0%	1%
COCc1cc(C)nc(SCC(=O)Nc2ccc3c(c2)OCCO3)c1C#N
    -5%	5%	-2%
CC(=O)c1c(C)[nH]c(C(=O)Nc2cc(S(=O)(=O)N(C)C)ccc2C)c1C
    -3%	8%	13%
O=C(N[C@@H]1C[C@H]2CC[C@@H]1C2)c1ccco1
    -6%	·	-12%
COc1c(OC(C)=O)ccc(/C=N\NC(=O)c2ccc(Br)cc2)c1[N+](=O)[O-]
    ?	0%	-21%
Cn1cc(CN2CCC(n3nccc3NC(=O)c3ccccc3Cl)CC2)cn1
    0%	4%[56.1 µM]	-4%
Cc1cccc(-n2nnc(-c3nc(-c4cccs4)no3)c2N)c1
    -6%	3%	·
COc1ccc(CN(C)CC(=O)Nc2sc3c(c2C#N)CCC3)c(OC)c1
    -12%	5%	-6%
COc1ccc(CNC(=O)Cc2c(C)c3c(cc(C)c4c(C)coc43)oc2=O)cc1OC
    18%	2%	·
COc1cccc(NC(=O)Cc2ccc3ccccc3c2)c1
    -4%	·	-4%
CCc1nnc(NC=C2C(=O)OC(C)(C)OC2=O)s1
    -2%	-1%	2%
CC1=C(C(=O)OCc2ccccc2)C(c2ccccc2)NC(=O)N1CCCCCC(=O)O (stereo not given)
    -2%	3%&9%	4%&6%
O=C(Cn1nnc2ccccc2c1=O)N1CCOCC1
    -7%	0%	?
O=S1(=O)c2ccccc2N(Cc2cccc(F)c2)c2ccccc21
    -16%	-2%	·
COc1ccc(C)cc1C1=CC(=O)C[C@H](c2ccc(F)cc2)C1
    ?	-5%	·
CC(C)(C)c1ccc(C(=O)Nc2ccccc2Cl)cc1
    5%	-5%	20%
Cc1ccc(C(=O)CSc2nnc(C)s2)cc1
    0%	-7%	-3%
COc1ccc(/C=C(\C#N)c2nc3ccccc3[nH]2)cc1O
    -2%	·	-18%
COc1ccccc1CNC(=O)CCn1c(=O)c2ccccc2n(CC(=O)Nc2cccc(Cl)c2)c1=O
    22%	1%	·
O=C(Nc1cccnc1Oc1ncnc2cc(Cl)ccc12)c1ccc(F)cc1
    -7%	·	9%
O=C(CS(=O)(=O)c1cn(CC(=O)N2CCOCC2)c2ccccc12)Nc1ccccc1F
    3%	6%	3%
CC1(C)CC(=O)C2=C(C1)N(c1ncn[nH]1)C(N)=C(C#N)C2c1ccccc1 (stereo not given)
    4%	-2%	13%
COc1ccc(CCNC(=O)CN(c2ccc(OC)c(OC)c2)S(=O)(=O)c2ccc(C)cc2)cc1
    -8%	-12%	-4%
C/C(=N\NC(=O)c1ccc(C)cc1C)c1ccc(-n2ccnc2)cc1
    6%	6%	-3%
COCCN(Cc1nc(-c2ccc(-c3ccccc3)cc2)oc1C)C(C)C
    2%	·	-8%
COC(=O)C1(C)NC(c2ccccc2F)C2C(=O)N(c3ccccc3)C(=O)C21 (stereo not given)
    10%	·	-4%
COc1ccccc1N(Cc1cc2ccc(C)cc2[nH]c1=O)C(C)=O
    -8%	1%	25%
CC(C)CN1CC(C(=O)O)CC1=O (stereo not given)
    1%	-8%	-5%
Cc1ccc(N(C(=O)c2snc(C(N)=O)c2N)C(C(=O)NCCC(C)C)c2ccco2)cc1 (stereo not given)
    ?	5%	-27%
C#CCCCO/N=C1/C[C@@H](O)[C@@H](O)[C@@H]2[C@@H]3C(=O)N(c4cccc(Oc5ccccc5)c4)C(=O)[C@H]3CC[C@@H]12
    ·	7%[21 µM]	-3%[12.8 µM]
COc1ccccc1-c1cc(C(=O)NC2CCN(C)CC2)c2ccc(Cl)c(C)c2n1
    -3%	1%	-8%
O=C(NCC1COc2ccccc2O1)c1cn(Cc2ccc(F)cc2)nn1 (stereo not given)
    2%	0%	5%
CC(=O)c1coc2ccc(OCCN3CCCCC3)cc12
    -8%	-2%	1%
Cc1ccc(CNS(=O)(=O)c2ccc([N+](=O)[O-])cc2)cc1
    11%	·	-10%
COc1ccccc1NC(=O)CSc1nnc(-c2ccc(NC(C)=O)cc2)n1C
    -1%	9%	0%
Cc1ccc(F)cc1NC(=O)c1ccc(OCC2CCCO2)cc1 (stereo not given)
    -17%	-3%	·

# Copied from the list.
# Result for `C/C(=N\NC(=O)c1ccc(C)cc1C)c1ccc(-n2ccnc2)cc1` in FEN1 inh: 6%
# Result for `CC(=O)c1coc2ccc(OCCN3CCCCC3)cc12` in FEN1 inh: -8%
# Result for `O=C(NCC1COc2ccccc2O1)c1cn(Cc2ccc(F)cc2)nn1` (stereo not given) in FEN1 inh: 2%
# Result for `CC(C)CN1CC(C(=O)O)CC1=O` (stereo not given) in TDP1 inh: -8%
# Result for `Cc1ccc(F)cc1NC(=O)c1ccc(OCC2CCCO2)cc1` (stereo not given) in FEN1 inh: -17%
# Result for `O=C(CS(=O)(=O)c1cn(CC(=O)N2CCOCC2)c2ccccc12)Nc1ccccc1F` in FEN1 inh: 3%

# Next part:
# Second line of a record – FEN1 inh	TDP1 inh	N370S GC
O=S(=O)(Nc1ccccn1)c1ccc(Cl)c2ccccc12
    -11%	-5%	26%
CCc1nc(SCC(=O)Nc2ccc(F)cc2F)c2c(=O)n(C)c(=O)n(C)c2n1
    -4%	2%	-19%
O=C(COC(=O)Cn1cnc2ccccc2c1=O)NCc1ccccc1Cl
    -3%	6%	10%
CCOC(=O)CSc1nc(=O)n2cc(C)ccc2n1
    0%	2%	-6%
COc1ccc(CN2CCC3C=CCC(C(=O)O)C3C2=O)cc1OC (stereo not given)
    -19%	8%	6%
O=C(COc1ccc2c(c1)CCC2)NCc1ccc(Cl)cc1
    13%	-1%	-13%
Cc1cccc(-n2ccc(=O)c(C(=O)Nc3ccc(S(=O)(=O)Nc4nccs4)cc3)n2)c1
    -17%	3%	0%
CC(Oc1ccccc1Cl)C(=O)/C=C/N(C)C (stereo not given)
    -7%	5%	-3%
CCOC(=O)c1c(NC(C)=O)sc2c(OC(C)=O)cccc12
    9%	0%	4%
CCN(C(=O)COC(=O)CNC(=O)c1ccc(F)cc1)C1CCS(=O)(=O)C1 (stereo not given)
    -12%	2%	-7%
CCN(CC(=O)NCc1ccc(F)cc1)C(=O)/C=C/c1ccc(S(=O)(=O)N(CC)CC)cc1
    -2%	9%	-19%
COCCCNC(=O)c1oc2ccc(S(=O)(=O)N3CCOCC3)cc2c1C
    2%	0%	2%
COc1ccc2[nH]cc(/C=C/C(=O)c3ccccc3)c2c1
    -14%	5%	?
C[C@H](CO)N1C[C@H](C)[C@@H](CN(C)Cc2ccc3c(c2)OCO3)Oc2c(NC(=O)Cc3ccccc3)cccc2C1=O
    -22%	6%	·
O=C(NC1CCCCCCC1)c1cc(COc2ccc3ncccc3c2)on1
    -2%	2%	4%
CC(c1nnc(SCC(=O)Nc2cccnc2Cl)n1-c1ccccc1)N(C)C (stereo not given)
    -2%	8%	-2%
COC(=O)C1=C(N)Oc2c(oc(CO)cc2=O)C1c1ccccc1F (stereo not given)
    -3%	5%	6%
Cc1ccc(-c2nnc(-c3ccccc3)c(N3CCOCC3)n2)cc1
    3%	7%	17%
O=C(NCCN1CCCCCC1)C1CCCN1S(=O)(=O)c1cccc2nsnc12 (stereo not given)
    10%	1%	7%
Cc1cc(O)c(C(c2cccc(F)c2)N2CCN(c3ccccc3)CC2)c(=O)n1Cc1ccco1 (stereo not given)
    -12%	3%	·
O=C(Cn1c(=O)n(Cc2ccccc2)c(=O)c2sc3ccccc3c21)Nc1ccccc1F
    1%	1%	·
Cc1[nH]n(-c2ccccc2)c(=O)c1N=Nc1ccc(C(=O)O)cc1
    -3%	·	-3%
O=C(NC(=S)NCCN1CCOCC1)c1ccc(Cl)cc1
    -12%	3%	-7%
Cc1cc(C)c(S(=O)(=O)N2CCC3(CC2)OCCN3S(=O)(=O)c2cccs2)c(C)c1
    -9%	-2%	2%
Cc1ccc(C(=O)N/N=C\C=C\c2ccc(Br)cc2)cn1
    9%	2%	4%
CCC(=O)N1CCN(c2ccccc2NC(=S)NC(=O)c2ccco2)CC1
    -11%	6%	-20%
CC(=O)Nc1cccc(NC(=O)CSc2ccc(-c3sc(-c4ccccc4)nc3C)nn2)c1
    2%	8%	·
CNCc1c(C)nn(-c2ccccc2)c1C
    10%	-8%	0%
CCOC(=O)N/N=C(\C)c1ccc(-n2cnnn2)cc1
    1%	4%	5%
O=C(CSc1nnc(-c2cccnc2)n1-c1ccccc1)Nc1ccccn1
    8%	4%	-7%
CC1=C(c2ccc(Cl)cc2)S(=O)(=O)N=C1N1CCN(c2cccc(C)c2C)CC1
    12%	14%	·
CCC(=O)N1CCN(c2nc(CC)nc3sc4c(c23)CCCC4)CC1
    -8%	3%	-4%
COCCCNC(=O)CCC(=O)NNc1nc2ccccc2c2nc(C)nn12
    -2%&5%	1%&13%	-3%
COc1ccc(C(=O)N/N=C(\C)CC(=O)NC2CCCCC2)c(OC)c1
    18%	3%	-4%
CC(C)CCNC(=O)Cc1ccc(Nc2nc(=S)[nH]c3ccccc23)cc1
    -10%	0%	-16%
COc1ccc(NC(=O)CN2C(=O)NC(c3ccccc3)(c3ccccc3)C2=O)cc1OC
    2%	·	1%
COCCNC(=O)C(=O)N/N=C(\C)CC(=O)Nc1ccc2c(c1)OCO2
    0%	5%	6%
CN(C)CCCNC(=O)c1cc(C(=O)c2cccc(Cl)c2Cl)c[nH]1
    10%	·	-3%
CC(CN1CCOCC1)OC(=O)c1cccs1 (stereo not given)
    -3%	-10%	29%
Cc1c(Cl)cccc1Nc1nc(NCCO)c2ccccc2n1
    -16%	5%	-11%
CCC(=O)Nc1cc(SCCO)cc([N+](=O)[O-])c1
    0%	1%	-21%
Cc1cc(C)c(CN2CCN(Cc3ccc(C)o3)C(CCO)C2)c(-n2cccn2)c1 (stereo not given)
    -1%	2%	3%
O=C(CCc1ccccc1)NCCSCc1c(F)cccc1Cl
    -1%	1%	7%
O=C(O)c1cccc(N=NN2CCCCCC2)c1
    -1%	3%	3%
CC(C)CCNC(=O)c1cc2c(=O)[nH]c3ccccc3c2s1
    -13%	·	2%
O=S(=O)(Nc1cc(Cl)cc(Cl)c1)N1CCOCC1
    -12%	6%	-17%
Cc1ccc(N(C)S(=O)(=O)c2cc3c(cc2C)NC(=O)CO3)cc1
    0%	·	-4%
COc1ccccc1CCNS(=O)(=O)CCNC(=O)c1ccccc1
    0%	·	-8%
CCC(C)(C)NC(=O)C(c1ccncc1)N(C(=O)c1sc(C)nc1C)c1ccc(C)cc1 (stereo not given)
    -8%	0%	6%
C=CCNC(=O)c1ccccc1NC(=O)COc1ccccc1
    1%	2%	10%
Oc1ccc(/C=N/NC(=S)Nc2cccnc2)cc1
    -1%	·	-22%
Cn1cccc1C(=O)OCC(=O)c1ccc(Br)s1
    -2%	5%	·
CC(=O)Nc1ccc(S(=O)(=O)N2CCN=C2SCc2ccc([N+](=O)[O-])cc2)cc1
    -1%	5%	-10%
O=C(CN(Cc1ccccc1Cl)C(=O)CN1C(=O)CSc2ccccc21)NC1CC1
    0%	4%[0.0935 µM]	-5%
Cn1c(=O)c(=O)n(C)c2cc(S(=O)(=O)CCC(=O)Nc3cccc(C(F)(F)F)c3)ccc21
    -1%&13%	1%	0%
Cc1cccc(-c2nnc(-c3ccccc3)o2)c1
    -3%	-3%	-1%
CCCSc1cc(N2CCN(C)CC2)nc(-c2ccc(OC)cc2)n1
    -18%	5%	-19%
Cc1ccccc1-c1noc(-c2cccs2)n1
    7%	?	11%
Cc1[nH]c2ccccc2c1SCc1nnc(SCc2ccc(Cl)cc2)n1C
    -5%	11%	-1%
c1ccc(-c2ccccc2OCCOCCN2CCCCC2)cc1
    -3%	5%	?

# Further structures.
# Second line of a record – FEN1 inh	TDP1 inh	N370S GC
CCOC(=O)c1ccc(NC(=O)CC2C(=O)N(c3ccccc3)C(=O)N2C2CCCCC2)cc1 (stereo not given)
    17%	4%	·
CC1=CC(C)(C)n2c(O)c(N=N)c3c(C)ccc1c32
    -3%	-3%	14%
COc1ccc(CC(=O)c2c(O)cc(O)cc2O)cc1OC
    -12%	6%	-19%
Cc1ccc(/C=C2/NC(=O)[C@H](C)NC2=O)cc1
    -11%	·	-2%

# One compound at a time, as listed above. Order of screens: FEN1 inh | TDP1 inh | N370S GC
# `COc1ccc(CC(=O)c2c(O)cc(O)cc2O)cc1OC` reads -12% | 6% | -19%
# `Cc1ccc(/C=C2/NC(=O)[C@H](C)NC2=O)cc1` reads -11% | · | -2%
# `CC1=CC(C)(C)n2c(O)c(N=N)c3c(C)ccc1c32` reads -3% | -3% | 14%
